Casp7 inh – caspase-7 (human) inhibition, allosteric or competitive | P55210 | recombinant caspase-7, Ac-DEVD-AFC fluorescence rate | Potency, µM (top dose mostly 57.5 µM), for the others: at the highest dose activity change, negative = inhibition, usual class: inhibitors | hit rate 0.02% among 75,000; active = well fitted inhibition curve with a large enough effect in the main read-out, with a control signal flat, not every such curve was filed as active; inconclusive = small, poorly fitted or top-dose-only effect, or a change in a side signal; also: % of control where 0% means no effect
ERK AVP inh – blocks ERK signaling stimulated by vasopressin. HEK293-V1b, vasopressin-stimulated pERK AlphaScreen. Potency, µM (top dose mostly 57.5 µM), inactives show top-dose activity, negative = inhibition, actives largely listed as inhibitors. hit rate 0.99% among 72,000. AID 995; also: % is scaled to controls: 0 for no effect and ±100 for the full control effect; nearly all actives have a fitted effect of over 55% in size
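HEK293 cells stably expressing V1b receptor, preincubated 30 min at 37 °C with compound, then stimulated 5 min with 25 nM vasopressin. Phospho-ERK by AlphaScreen SureFire after 5 h RT; normalized to DMSO and vasopressin; AC50 by Hill fit.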
Caspase-1 inhib – allosteric or competitive inhibitors of human caspase-1; P29466; AID 900; Caspase-1 enzyme, Ac-WEHD-AFC fluorogenic rate; Potency, µM (series often up to 57.5 µM), for inactives: top-dose activity change, negative = inhibition, actives largely listed as inhibitors; hit rate 0.03% among 75,000;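 also: plate controls were vehicle for no effect and no substrate for full effect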
Starred values were filed as active, the others as inactive; u = inconclusive; & = joins results of further samples; [ ] = dose if it differs, or a comment. Unless noted, calls follow the shape of the dose curve; as a rule, active = well fitted curve in the direction sought with a large enough effect; inconclusive = small, poorly fitted or top-dose-only effect, or another doubt; inactive = no such curve, though single readings can be large; an effect the other way counts as inactive or inconclusive. Potency is read from the fitted curve at half-maximal effect. The list is partial; rates above refer to the full screens.

SMILES | Casp7 inh | ERK AVP inh | Caspase-1 inhib
OCC1O[C@H](Oc2ccc(O)cc2)C(O)C(O)C1O (stereo partly specified) | 0% | 3% | -3%
CC(=O)OC1CC(OC(C)=O)[C@]2(C)C(CC(=O)[C@]3(C)C2CC[C@@]2(C)C(C(=O)O)OC(=O)C4OC423)C1(C)C (stereo partly specified) | 2% | 9% | -1%
CC(=O)Oc1ccc2c(c1OC(C)=O)OCC1(O)Cc3c(cc(OC(C)=O)c(OC(C)=O)c3OC(C)=O)C21 (stereo unspecified) | 0% | u | -2%
COc1cc2c(cc1OC)C1(O)C(=O)c3ccc(O)c(C(=O)O)c3OC1CO2 (stereo unspecified) | 0% | 20% | 2%
COc1ccc(-c2cc(=O)c3ccccc3o2)cc1 | 1% | -6% | 2%
CC(=O)NO | 5% | 20% | -3%
CC(=O)Nc1ccc(OC(=O)c2ccccc2O)cc1 | -2% | 3% | 2%
CCC1=C2CC[C@H]3C(=O)NC(=O)[C@H]3[C@H]2[C@@]2(Cc3ccccc3)C(=NCc3ccccc3)OC(=O)N2C1=O | -6% | -5% | -3%
O=C(OCc1ccccc1)c1ccccc1 | 0% | 72% | 1%
O=C(O)c1nc2cc(Cl)c(Cl)cc2[nH]c1=O | 0% | 1% | -5%
FC(F)(F)c1ccc(C2[C@H]3CN(CC4CCCCC4)[C@H](c4ccccc4)C34CC2(c2cccnc2)C4)cc1 (stereo partly specified) | -3% | 11% | -2%
CO/N=C1\CN(c2nc3c(cc2F)c(=O)c(C(=O)O)cn3C2CC2)CC1CN (stereo unspecified) | 0% | 10% | 0%
C=C1CC[C@@H]2O[C@@]2(C)CC[C@H]2[C@H]1CC2(C)C | 2% | -17% | -3%
COc1ccc(C2CC(=O)c3c(O)cc(O[C@H]4OC(COC5OC(C)C(O)C(O)[C@@H]5O)C(O)C(O)C4O)cc3O2)cc1O (stereo partly specified) | 0% | -11% | 0%
CCN(CC)Cc1ccc(Nc2ccnc3cc(Cl)ccc23)cc1O | 1% | 1% | 0%
OCc1ccccc1O[C@@H]1O[C@H](CO)[C@@H](O)[C@H](O)[C@H]1O | 0% | 11% | 0%
COC(=O)Oc1ccccc1C(=O)O | 1% | 7% | -2%
COC(=O)c1c(C)cc(O)cc1O | -2% | -1% | -1%
O=C(OCC1OC(OC(=O)c2cc(O)c(O)c(OC(=O)c3cc(O)c(O)c(O)c3)c2)[C@@H](OC(=O)c2cc(O)c(O)c(OC(=O)c3cc(O)c(O)c(O)c3)c2)C(OC(=O)c2cc(O)c(O)c(OC(=O)c3cc(O)c(O)c(O)c3)c2)C1OC(=O)c1cc(O)c(O)c(OC(=O)c2cc(O)c(O)c(O)c2)c1)c1cc(O)c(O)c(OC(=O)c2cc(O)c(O)c(O)c2)c1 (stereo partly specified) | u | 13µM* | u
CC(C)C1CCC(C(=O)NC(Cc2ccccc2)C(=O)O)CC1 (stereo unspecified) | -3% | -16% | -5%
O=c1c(-c2ccc(O)cc2)coc2c(C3OC(CO)C(O)C(O)C3O)c(O)ccc12 (stereo unspecified) | -13% | 7% | -4%
COc1cc(O)c2c(c1)C(=O)c1cc(C)cc(O)c1C2=O | -3% | -3% | 0%
CCC1=C(OC(=O)N(CC)CC)N2C(=O)OC(=NCCOC)[C@]2(Cc2ccccc2)[C@H]2C1=CC[C@H]1C(=O)N(CC(=O)OC)C(=O)[C@H]12 | 0% | -4% | -2%
CC(=O)OCC(=O)[C@@]12OC(C)(C)OC1CC1C3CC(F)C4=CC(=O)C=C[C@@]4(C)[C@@]3(F)C(O)C[C@]12C (stereo partly specified) | 0% | 9% | 3%
CC(=O)NCc1c(I)c(NC(C)=O)c(I)c(C(=O)O)c1I | -1% | 18% | 1%

Ordered by the number under Casp7 inh (largest number first): 3 from the list above.
| molecule | Casp7 inh |
| --- | --- |
| CO/N=C1\CN(c2nc3c(cc2F)c(=O)c(C(=O)O)cn3C2CC2)CC1CN (stereo unspecified) | 0% |
| CC(=O)NCc1c(I)c(NC(C)=O)c(I)c(C(=O)O)c1I | -1% |
| FC(F)(F)c1ccc(C2[C@H]3CN(CC4CCCCC4)[C@H](c4ccccc4)C34CC2(c2cccnc2)C4)cc1 (stereo partly specified) | -3% |

Back to the main list, repeating the 3 entries before the break.
SMILES | Casp7 inh | ERK AVP inh | Caspase-1 inhib
CCC1=C(OC(=O)N(CC)CC)N2C(=O)OC(=NCCOC)[C@]2(Cc2ccccc2)[C@H]2C1=CC[C@H]1C(=O)N(CC(=O)OC)C(=O)[C@H]12 | 0% | -4% | -2%
CC(=O)OCC(=O)[C@@]12OC(C)(C)OC1CC1C3CC(F)C4=CC(=O)C=C[C@@]4(C)[C@@]3(F)C(O)C[C@]12C (stereo partly specified) | 0% | 9% | 3%
CC(=O)NCc1c(I)c(NC(C)=O)c(I)c(C(=O)O)c1I | -1% | 18% | 1%
C=C1CCC2C(CC2(C)C)C(=C)CC/C1=N/O (stereo unspecified) | -1% | 28% | 0%
CCCCCCCCCCCCCCC(C(=O)OC)C(O)(CC(=O)OC)C(=O)OC (stereo unspecified) | -3% | 11% | -2%
COC(=O)c1cccc(C23CC4(C2)[C@H](CN(Cc2ccc(-c5ccccc5)cc2)[C@@H]4c2ccccc2)C3c2ccccc2)c1 (stereo partly specified) | 1% | 1% | -1%
C[C@H](CCC(=O)O)[C@H]1CC[C@H]2[C@H]3C(C[C@H](O)[C@]12C)[C@@]1(C)CC[C@@H](O)C[C@H]1C[C@H]3O (stereo partly specified) | 1% | 18% | -1%
COC1OC2COC(c3ccccc3)OC2C(O)C1O (stereo unspecified) | 0% | 0% | 1%
COC(=O)c1ccc(CN2[C@H](C(=O)OC)C[C@@]3(O)[C@H](O)[C@H](O)[C@H](O)C[C@@H]23)cc1 | -3% | -11% | 0%
Cc1cc(=O)oc2cc(O[C@@H]3O[C@H](C(=O)O)[C@@H](O)[C@H](O)[C@H]3O)ccc12 | -1% | u | 1%
COc1cc(/C=C/C(=O)O)ccc1O | -1% | 20% | 2%
COC(=O)CC1C2(C)CC34OC5(C)O[C@@]6(C7/C(=C(/OC)C(C)C)C(=O)OC(c8ccoc8)[C@@]7(C)C(OC(=O)C(C)C)C(OC)[C@]6(O5)[C@@]13C)C(OC)[C@]4(OC)C2OC(C)=O (stereo partly specified) | -13% | 22% | -5%
CNC(=O)Oc1ccc2c(c1)[C@@]1(C)CCN(C)C1N2C (stereo partly specified) | 1%&-1%&0% | 8%&-1%&-8% | -3%&1%&3%
O=C1NC(=O)c2cc(Nc3ccccc3)c(Nc3ccccc3)cc21 | -5% | 32µM* | 0%
COc1cc(O)c(C)c(O)c1 | -2% | 12% | 3%
CC(C)CCCC(C)C1CCC2C3C(=O)C=C4CC(O)CC[C@@]4(C)C3CC[C@@]12C (stereo partly specified) | 2% | -9% | 0%
C=C1CCC(O)C/C1=C/C=C1\CCC[C@@]2(C)C(C(C)/C=C/C(C)C(C)C)CC[C@@H]12 (stereo partly specified) | 0% | 1% | -1%
CC(C)=CCC[C@](C)(O)C1CC=C(C)CC1 (stereo partly specified) | -8% | 40%[activator] | 2%
COc1ccc(-c2coc3c(OC)c(OC)cc(OC)c3c2=O)cc1 | 0% | -2% | 5%
COC(=O)CC[C@@H](C)[C@H]1CC[C@H]2[C@@H]3CC[C@@H]4C[C@H](O)CC[C@]4(C)[C@H]3C[C@H](O)[C@]12C | -13% | 10% | -1%
O=C1OC(C(O)CO)C(O)=C1O (stereo unspecified) | 2% | 2% | 0%
CC1(C)OC2CC3C4CCC5=CC(=O)CCC5(C)C4(F)C(O)CC3(C)[C@]2(C(=O)CCl)O1 (stereo partly specified) | 0% | 5% | -2%
O=C(/C=C/c1ccc(OCc2ccccc2)cc1)c1cccs1 | -15% | 17% | -8%
C=C[C@@](C)(O)CC[C@@H]1[C@@]2(C)CCCC(C)(C)[C@@H]2CC[C@@]1(C)O | -4% | 0% | 0%
CC(=O)OC1CCC23CC1(C)CCC2C(C)(C)CC3OC(C)=O (stereo unspecified) | 0% | 3% | 0%
Cn1c(N)c(C(=O)COC(=O)c2cc(C(F)(F)F)nc3ccccc23)c(=O)n(C)c1=O | 0% | -19% | 0%
O=C(OC1Cc2c(O)cc(O)cc2OC1c1cc(O)c(O)c(O)c1-c1c(C2Oc3cc(O)cc(O)c3CC2O)cc(O)c(O)c1O)c1cc(O)c(O)c(O)c1 (stereo unspecified) | -27% | -11% | 0%
NC(=O)CC[C@H](N)C(=O)O | 2% | -3% | 1%

(more compounds)
SMILES | Casp7 inh | ERK AVP inh | Caspase-1 inhib
COc1ccc2c(=O)c(-c3ccccc3)coc2c1 | -7% | 31% | -1%
COC1=CC(=O)C(C(=O)c2ccccc2)=CC1=O | -1% | -13% | 0%
CSc1ncnc2c1ncn2C1OC(CO)C(O)C1O (stereo unspecified) | -1% | 14% | 0%
Cn1c(=O)[nH]c(=O)c2[nH]cnc21 | 1% | -8% | 2%
CC(C)CC1C(=O)N2CCCC2C2(O)O[C@@](NC(=O)C3C=C4c5cccc6[nH]c(Br)c(c56)CC4N(C)C3)(C(C)C)C(=O)N12 (stereo partly specified) | -19% | -13% | -10%
CC(=O)/C=C\C1[C@]2(C)CCCC(C)(C)C2CC[C@@]1(C)O (stereo partly specified) | -1% | -10% | 2%
Nc1ccn([C@H]2C[C@H](O)[C@@H](CO)O2)c(=O)n1 | 1% | -3% | -3%
CC(C)=CC1C(CO)C1(C)C (stereo unspecified) | 3% | -10% | 0%
CCc1ccc2c(O)c3c(cc2c1C(=O)OC)C(=O)c1c(O)ccc(O)c1C3=O | -11% | 6% | -11%
O=C1CC(c2ccccc2O)Oc2ccc(O)cc21 (stereo unspecified) | 0% | 6% | 2%
CCC1=C2CC[C@H]3C(=O)N(CC(=O)OC)C(=O)[C@H]3[C@H]2[C@@]2(C)C(=NCC(=O)OC)OC(=O)N2C1=O | -2% | -6% | -1%
O=c1[nH]c(=O)n([C@@H]2O[C@H](CO)[C@@H](O)[C@H]2O)cc1Br | -2% | 12% | -1%
CC(CN(C)C)CN1c2ccccc2CCc2ccccc21 (stereo unspecified) | 1% | 16% | 2%
COC(=O)/C=C/C(C)=C/C=C/C(C)=C/C=C/C=C(C)/C=C/C=C(C)/C=C/C(=O)O | -7% | -3% | -2%
NC(N)=NCCCC(NC(=O)C(N)Cc1ccc(O)cc1)C(=O)O (stereo unspecified) | 0% | 0% | 2%
CN1C(CC(=O)c2ccccc2)CCCC1CC(O)c1ccccc1 (stereo unspecified) | 1% | 3% | 0%
C/C(=C\CO)CCC(C)CCCC(C)CCCC(C)C (stereo unspecified) | -1% | 28% | 2%
C[C@@H]1O[C@@H](O[C@H]2[C@H](Oc3cc(O)c4c(c3)O[C@H](c3ccc(O)cc3)CC4=O)O[C@H](CO)[C@@H](O)[C@@H]2O)[C@H](O)[C@H](O)[C@H]1O | -1% | -13% | 1%
CCC1=C2CC[C@H]3C(=O)N(c4ccccc4)C(=O)[C@H]3[C@H]2[C@@]2(Cc3ccccc3)C(=NCCc3c[nH]c4ccccc34)OC(=O)N2C1=O | -2% | 13% | -2%
CC(Oc1ccccc1)C(=O)NC1C(=O)N2C(C(=O)O)C(C)(C)S[C@@H]12 (stereo partly specified) | -1% | 17% | -1%
CC(C(=O)O)c1ccc(N2Cc3ccccc3C2=O)cc1 (stereo unspecified) | -2% | -2% | 2%
COc1cc(-c2coc3cc(OC)c(OC)c(OC)c3c2=O)cc(OC)c1OC | 1% | -2% | 2%
CCCCCCNC(=O)n1cc(F)c(=O)[nH]c1=O | 2% | 8% | -1%
CN(C)/C=N/c1cc(=O)[nH]c(=O)n1CC1CC1 | 0% | 8% | 2%
CC(C)CC(NC(=O)CN)C(=O)NC(Cc1ccccc1)C(=O)O (stereo unspecified) | 0% | 11% | 0%
CCC(CCC(C)C1CCC2C3CCC4CC(O)CC[C@@]4(C)C3CC[C@@]12C)C(C)C (stereo partly specified) | 1% | 5% | -2%
CCN(CC)CCOc1ccc2c(c1)C(=O)c1cc(OCCN(CC)CC)ccc1-2 | -1% | 11% | -3%
CC(=O)Oc1c(-c2ccccc2)oc2c(CC=C(C)C)c3c(c(OC(C)=O)c2c1=O)C=CC(C)(C)O3 | 2% | -1% | -2%

Looked up by compound from above, 4 records:
SMILES | Casp7 inh | ERK AVP inh | Caspase-1 inhib
CCN(CC)CCOc1ccc2c(c1)C(=O)c1cc(OCCN(CC)CC)ccc1-2 | -1% | 11% | -3%
COC1=CC(=O)C(C(=O)c2ccccc2)=CC1=O | -1% | -13% | 0%
CC(=O)Oc1c(-c2ccccc2)oc2c(CC=C(C)C)c3c(c(OC(C)=O)c2c1=O)C=CC(C)(C)O3 | 2% | -1% | -2%
CC(=O)/C=C\C1[C@]2(C)CCCC(C)(C)C2CC[C@@]1(C)O (stereo partly specified) | -1% | -10% | 2%

Screening results: PubChem, National Center for Advancing Translational Sciences (NCATS)
